From PubChem
CD40 NFkB inh: CD40 pathway inhibition in BL2 cells; BL2 NF-kB luciferase reporter, CD40L-induced, 4 h; inhibition, % at 10 µM; hit rate 0.94% among 83,000;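 active = mean inhibition of at least 50% with a set share of replicates also reaching that level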;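 note: 0% = neutral control wells and 100% = IKK inhibitor VII at 50 µM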
Active calls of the source: *; & = joins results of further samples; [ ] = remark or other dose.

| canonical_smiles | CD40 NFkB inh |
| --- | --- |
| CC(=O)NC[C@@H]1[C@H](c2ccc(C3=CCCCC3)cc2)[C@H](CO)N1C(=O)NC(C)C | 1.3 |
| O=C(c1cnccn1)N1CCN(c2ccccc2)CC1 | 5.7 |
| O=C(Nc1ccc(S(=O)(=O)N2CCCCC2)cc1)C1CCN(C(=O)c2ccc(F)cc2)CC1 | 12.3 |
| COc1ccc(NC(=O)C(=O)NCC2CCCN2S(=O)(=O)c2ccc(C)cc2)cc1 (configuration not stated) | -17.5 |
| CC(=O)NCCOc1c(C)cc(S(N)(=O)=O)cc1C | -11.7 |
| CCN(C(=O)COC(=O)c1cc([N+](=O)[O-])ccc1N1CCCCC1)C1CCS(=O)(=O)C1 (configuration not stated) | -6.9 |
| COc1cccc(S(=O)(=O)N2CC[C@@H]3[C@H]2c2cc(C#Cc4cccnc4)ccc2N(C)[C@H]3CO)c1 | 0.4[25 µM] |
| CC(=O)N1CCN(C(=O)c2ccc(-c3ccccc3Cl)o2)CC1 | -70.8 |
| Cc1cccc(S(=O)(=O)NC(=O)C2(C)CCN2C(=O)Cc2ccccc2)c1 (configuration not stated) | 7.5 |
| CC(C)Nc1nc(-c2ccccc2CO)c2sccc2n1 | 0.1 |
| CCCCCCC1(C)NC(=O)N(C(C)C(=O)Nc2ccc(N3CCOCC3)cc2)C1=O (configuration not stated) | -10.0 |
| Cc1cc(-c2ccccc2)nc2oc3c(c12)NC(=O)CN(c1ccccc1)C3=O | 5.8 |
| CN(Cc1ccccc1)C(=O)c1cccc(NC(=O)c2ccco2)c1 | 4.1 |
| CCn1c(COc2ccc(C)cc2)nnc1SCc1nc2ccccc2[nH]1 | 1.5 |
| O=C(COC(=O)COc1ccccc1Cc1ccccc1)Nc1cccnc1Cl | 0.1 |
| CC(NC(=O)C(=O)N/N=C/c1ccc(Cl)cc1)c1ccccc1 (configuration not stated) | 1.1 |
| CCC(=O)N(CC)C[C@H]1[C@H](c2ccc(-c3ccccc3)cc2)[C@@H](CO)N1C(C)=O | -2.5[25 µM] |
| Cc1ccccc1C(=O)NC1CCN(C(=O)Nc2ccccc2Cl)CC1 | 6.7 |
| O=C1NC(=O)C(=Cc2ccccc2[N+](=O)[O-])S1 | -19.0 |
| C[C@@H]1CCCCO[C@@H](CN(C)Cc2ccc(C(=O)Nc3ccccc3N)cc2)[C@@H](C)CN([C@H](C)CO)C(=O)c2cc(NC(=O)CCC(F)(F)F)ccc2O1 | -1.9[25 µM] |
| CCOC(=O)N(C)C[C@@H]1OCc2cn(nn2)CCCC(=O)N([C@@H](C)CO)C[C@H]1C | 5.5 |
| O=C(CN1CCSC1=O)N1CCN(S(=O)(=O)c2ccc(F)cc2)CC1 | -20.9 |
| CN1[C@@H](CO)[C@@H]2c3ccccc3N(C(=O)Nc3cc(F)ccc3F)C[C@@H]21 | 4.9[25 µM] |
| O=S(=O)(N/N=C/c1ccc2c(c1)OCCO2)c1ccc(Cl)cc1 | 2.9 |
| N/C(=N/O)c1nc(N2CCCC2)nc(N2CCCC2)n1 | 21.1 |

In the list so far, five have a Cl atom:
| canonical_smiles | CD40 NFkB inh |
| --- | --- |
| CC(=O)N1CCN(C(=O)c2ccc(-c3ccccc3Cl)o2)CC1 | -70.8 |
| O=C(COC(=O)COc1ccccc1Cc1ccccc1)Nc1cccnc1Cl | 0.1 |
| CC(NC(=O)C(=O)N/N=C/c1ccc(Cl)cc1)c1ccccc1 (configuration not stated) | 1.1 |
| Cc1ccccc1C(=O)NC1CCN(C(=O)Nc2ccccc2Cl)CC1 | 6.7 |
| O=S(=O)(N/N=C/c1ccc2c(c1)OCCO2)c1ccc(Cl)cc1 | 2.9 |

The list goes on:
| canonical_smiles | CD40 NFkB inh |
| --- | --- |
| CCNC(=O)c1cc2c(c(-c3cccc(Br)c3)n1)[C@H](CCO)NC2 | -5.9[25 µM] |
| Cc1ccc(S(=O)(=O)/N=C(\N)Nc2nc(C)c3ccccc3n2)cc1 | -14.4 |
| O=C(O)c1ccc(OC(F)(F)C(F)C(F)(F)F)cc1 (configuration not stated) | 6.8 |
| CCCCn1c(N)c(N(CC(C)C)C(=O)CN(C)S(=O)(=O)c2ccc(NC(C)=O)cc2)c(=O)[nH]c1=O | 2.6 |
| Cc1nc2c(=O)n(C)c(=O)n(C)c2nc1Cl | 105.3* |
| N#C[C@@H]1[C@@H](c2ccccc2-c2ccccc2)[C@H](CO)N1C(=O)Cc1cccnc1 | 0.3[25 µM] |
| COc1ncnc2c1N[C@@](C)(O)c1c(F)c(F)c(F)c(F)c1S2 | 9.6 |
| CC1CC(O)(CC(O)(c2ccccc2)c2ccccc2)C(C)CN1C (configuration not stated) | 7.3 |
| Cc1cccc(Nc2ccc(NCc3ccccc3)nn2)c1 | -65.0 |
| COC(=O)C(CC(C)C)NC(=O)c1ccc([N+](=O)[O-])c(C)c1 (configuration not stated) | 6.7 |
| Cc1ccccc1-c1ccccc1[C@H]1[C@@H](C#N)N(C(=O)c2ccccc2)[C@H]1CO | 8.3[25 µM] |
| COc1ccc(OC)c(N2C(=O)CC(NNC(=O)c3ccc4c(c3)OCO4)C2=O)c1 (configuration not stated) | -5.8 |
| O=C(c1ccco1)N(Cc1ccco1)Cc1cc2ccccc2[nH]c1=O | 8.6 |
| CC1(C)OC2CC3C4CC=C5CC(O)CCC5(C)C4CCC3(C)C2(C(=O)CO)O1 (configuration not stated) | 7.6 |
| O=C(NNc1nc2c(F)cc(F)cc2s1)C1=COCCO1 | -1.2 |
| O=C(NCC[C@@H]1CC[C@H](NS(=O)(=O)c2cccc(F)c2)[C@@H](CO)O1)C1CCCC1 | -3.3 |
| CC(=O)N1CCCCN2[C@H](CO)[C@@H](c3ccc(Br)cc3)[C@H]2C1 | -0.9[25 µM] |
| COc1ccc(C(NC(=O)C2CCN(CCCOc3ccccc3)CC2)c2ccccn2)cc1 (configuration not stated) | 6.3 |
| CN(Cc1ccccc1)C(=O)CC(=O)N(C)Cc1ccccc1 | -10.9 |
| Cc1ccc2c(c1)C(=O)CCN2 | 4.8 |
| CC(=O)Nc1ccc2c(c1)C(=O)N(C)[C@@H]1CC[C@@H](CC(=O)Nc3cn(C)nc3C)O[C@H]1CO2 | 2.9 |
| CC(=O)Nc1ccc(S(C)(=O)=O)c(C)c1 | 5.2 |
| Cc1cc(Cl)cc(Br)c1OCCCNCC(C)O (configuration not stated) | 12.9 |
| O=C(COc1ncnc2sccc12)N1CCN(C(=O)c2ccco2)CC1 | 7.9 |
| COc1cc2ncnc(NCc3ccccc3Cl)c2cc1OC | 6.7 |
| Cc1ccccc1-c1ccc(C2[C@@H]3CN(C(=O)C4CCC4)C[C@H]2N3)cc1 (some centres not stated) | 5.0&2.6 |
| CC(=O)Nc1ccc(C(=O)N2CCCCC2c2cc(C(=O)Nc3ccccc3Cl)no2)cc1 (configuration not stated) | -2.3 |
| c1cnc2c(-c3cccc4nccn34)cccc2c1 | -7.2 |
| O=c1oc(-c2ccc(Br)o2)nc2ccccc12 | -30.6 |
| O=C(C[n+]1ccccc1)Nc1ccccc1 | 26.1 |
| CCNC(=O)NC(=O)COC(=O)CCCSc1nc2ccccc2[nH]1 | -23.9 |
| CN(C)C(=O)c1cccc(-c2ccc([C@@H]3[C@@H](CO)N4C(=O)CN(C(=O)C5CCCC5)C[C@@H]34)cc2)c1 | 10.8 |
| Cc1ccc(S(=O)(=O)N(C)c2ccc(C(=O)NCC(c3ccco3)N(C)C)cc2)cc1 (configuration not stated) | -3.5 |
| C[C@@H]1CN([C@@H](C)CO)C(=O)c2cc(NS(=O)(=O)c3ccc(F)cc3)ccc2O[C@@H]1CN(C)C(=O)Nc1ccccc1 | 6.4[25 µM] |
| CN1CCN(C(=O)C[C@@H]2C[C@@H]3c4cc(NC(=O)C5CCC5)ccc4O[C@@H]3[C@H](CO)O2)CC1 | 2.0[25 µM] |
| CNC(=O)C1(C)Cc2c(-c3ccc4c(c3)OCO4)ccnc2O1 (configuration not stated) | -11.9 |
| O=C(Oc1ccc(Cl)c2ccccc12)N1CCCCC1 | -53.8 |
| COc1cc(CC(=O)O)c(C(C)=O)cc1OC | 8.3 |
| CC1(C)CC2CC(C)(CN2S(=O)(=O)c2cccc(C(=O)O)c2)C1 (configuration not stated) | -0.9 |
| O=[N+]([O-])c1cccc(/C=C/c2ccccn2)c1 | -58.0 |
| Nc1nnc(SCc2cccnc2)s1 | 4.4 |
| Nc1ccc2c(c1)OC1(CCCCC1)O2 | -2.7 |
| C/C(=N/NC(=O)c1sc(NS(=O)(=O)c2ccccc2)nc1C)c1ccccc1 | 8.4 |
| CC(=O)Nc1c(Cl)c2c(c(Cl)c1Br)-c1ccc(Cl)cc1C2 | -3.8 |
| CC1(C)C(=O)C2(CCCCC2)C(=O)OC1c1ccc(O)cc1 (configuration not stated) | 14.3 |
| C/C=C/c1ccc([C@H]2[C@H]3CN(S(=O)(=O)c4ccc(OC)cc4)CCCCN3[C@H]2CO)cc1 | 33.3[25 µM] |
| CN1C(=O)c2cc(NC(=O)c3cccc(C(F)(F)F)c3)ccc2OC[C@@H]2O[C@H](CC(=O)NCCN3CCCC3)CC[C@@H]21 | 7.1[25 µM] |
| Cc1cc(C(=O)COC(=O)CNC(=O)c2ccco2)c(C)n1Cc1ccco1 | 7.1 |
| CC(C)c1cn(CC[C@@H]2CC[C@@H](NC(=O)C3CCCCC3)[C@H](CO)O2)nn1 | 2.5 |
| O=C1CC(c2ccco2)c2ccc3ccccc3c2N1 (configuration not stated) | -8.0 |

Reformatted with values ahead of the structure: 4 of the compounds above.
CD40 NFkB inh	canonical_smiles
4.4	Nc1nnc(SCc2cccnc2)s1
7.1	Cc1cc(C(=O)COC(=O)CNC(=O)c2ccco2)c(C)n1Cc1ccco1
-3.5	Cc1ccc(S(=O)(=O)N(C)c2ccc(C(=O)NCC(c3ccco3)N(C)C)cc2)cc1 (configuration not stated)
26.1	O=C(C[n+]1ccccc1)Nc1ccccc1

Carrying on:
mol	CD40 NFkB inh
COc1ccc(CN(C)C(=O)c2ccncc2)c(OC)c1	13.5
COc1ccc(NC(=O)C2CCN(S(=O)(=O)c3ccccc3)CC2)cc1	7.2
O=C(CCN1C(=O)COc2ccccc21)NCc1cccnc1	-1.4
CC(C)NC(=O)N1[C@@H](CO)[C@@H](c2ccccc2)[C@@H]1CNC(=O)CN(C)C	18.7
O=C(Nc1ccc(S(=O)(=O)N2CCCC2)cc1)c1cncc(Br)c1	-0.1
O=C(C[C@H]1C[C@H]2c3cc(NC(=O)Nc4ccccc4F)ccc3O[C@H]2[C@H](CO)O1)NC1CCCCC1	1.1[25 µM]
O=C(Nc1ccc(Cl)cc1)Nc1ccc(-c2cnco2)cc1	-16.0
CCOc1ncccc1C(=O)NNC(=O)c1cccc(S(=O)(=O)Nc2ccccc2OC)c1	16.9
CC(OC(=O)c1ccc(=O)n(Cc2ccccc2)n1)C(=O)Nc1cccc(Cl)c1 (configuration not stated)	1.8
O=C(Nc1ccc(NC(=O)c2ccco2)c(Cl)c1)c1ccccc1	-28.9
CO[C@H]1CN(C)C(=O)c2cc(NC(C)=O)ccc2OC[C@@H](C)N(Cc2ccncc2)C[C@@H]1C	5.7[25 µM]
CN(CC(=O)N1CCN(Cc2ccccc2)CC1)S(=O)(=O)c1cccc2nsnc12	8.1
C=CCNC(=O)NC(=O)COC(=O)CNS(=O)(=O)c1ccc(F)c(F)c1F	11.3
O=C(CN1CCN(c2ccc(C(F)(F)F)cn2)CC1)Nc1ccc2c(c1)OCO2	4.3
CCN(CC(=O)Nc1ccccc1C(F)(F)F)C(=O)CCc1nc2sc3c(c2c(=O)[nH]1)CCCC3	-1.0
COc1cc2[nH]c(=O)n(CCC(=O)NCc3cccnc3)c(=O)c2cc1OC	-0.5
O=[N+]([O-])c1ccc(-c2csc(N/N=C/c3cccnc3)n2)cc1	7.8
O=C(Cc1cccc2ccccc12)N1CCN(c2ncccn2)CC1	14.1
CCCNC(=O)N1[C@H](CO)[C@@H](c2ccccc2-c2ccccc2)[C@@H]1C#N	0.2[25 µM]
O=C(Nc1ccc2c(c1)OCO2)N[C@@H]1CC[C@@H](CCNC(=O)C2CCCC2)O[C@@H]1CO	-7.3
Cc1nnc(NC(=O)c2cccc(S(=O)(=O)N3CCc4ccccc43)c2)s1	3.4
Cn1c(N)c(C(=O)CSc2nnc(C3CC3)n2-c2ccccc2)c(=O)[nH]c1=O	19.2
CCOC(=O)C1OC2(CCCC2)OC1C(=O)OCC (configuration not stated)	4.9
CCC(=O)N1CCCCN2[C@@H](CO)[C@@H](c3ccc(-c4cccnc4)cc3)[C@@H]2C1	7.0[25 µM]
COCCN(C(=O)c1ccccc1F)c1c(N)n(Cc2ccccc2)c(=O)[nH]c1=O	0.0
CO[C@H]1CN(C)C(=O)c2ccc(NC(=O)c3ccno3)cc2OC[C@@H](C)N(S(C)(=O)=O)C[C@@H]1C	-4.6[25 µM]
C[C@H](CO)N1C[C@H](C)[C@@H](CN(C)S(=O)(=O)c2cccs2)OCc2ccccc2-c2c(n(C)c3ccccc23)C1=O	0.7[25 µM]
Cc1cc(C)cc(OCC(=O)NNC(=O)C2CCCO2)c1 (configuration not stated)	5.9
CN(C)c1ccc(NC(=O)c2ccc3nc[nH]c3c2)cc1	-58.5
N#Cc1cccc(-c2ccc([C@@H]3[C@H](CO)N4CCCCN(S(=O)(=O)c5ccccc5)C[C@@H]34)cc2)c1	-5.0[25 µM]
O=C1NC(=S)NC1=Cc1ccc2c(c1)CCC2	-8.5
C/C=C/c1ccc([C@@H]2[C@H](CO)N(C(=O)CN(C)C)C23CN(C(=O)C2CCOCC2)C3)cc1	-9.9[25 µM]
CC(C)NC(=O)N1[C@@H]2CN(C(=O)c3ccccn3)c3ccccc3[C@@H]2[C@@H]1CO	-0.3[25 µM]
COc1ccccc1CNC(=O)COC(=O)/C=C/c1ccc(OC(F)F)c(OC)c1	13.9
CCCCn1c(N)c(N(CC(C)C)C(=O)C2CCC2)c(=O)[nH]c1=O	-1.3
Cc1ccc(S(=O)(=O)N(C)c2ccc(C(=O)NCc3ccccc3F)cc2)cc1	0.7
Cc1ccc(C)n1CCN1CCN(C(=O)CC#N)CC1	11.4

Not all compounds are listed; count on the stated rates, not on these rows.
